Screens (PubChem)
GCN5L2 inh – inhibitors of human GCN5L2 histone acetyltransferase | Q92830 | 0.21% of 390,000 active | Potency, µM (highest dose often 58.9 µM), without a hit: at the top dose activity change, negative = inhibition, most hits filed as inhibitors | GCN5L2 HAT assay, ThioGlo1 CoA-SH fluorescence
Target sequence (Q92830 whole entry, looked up): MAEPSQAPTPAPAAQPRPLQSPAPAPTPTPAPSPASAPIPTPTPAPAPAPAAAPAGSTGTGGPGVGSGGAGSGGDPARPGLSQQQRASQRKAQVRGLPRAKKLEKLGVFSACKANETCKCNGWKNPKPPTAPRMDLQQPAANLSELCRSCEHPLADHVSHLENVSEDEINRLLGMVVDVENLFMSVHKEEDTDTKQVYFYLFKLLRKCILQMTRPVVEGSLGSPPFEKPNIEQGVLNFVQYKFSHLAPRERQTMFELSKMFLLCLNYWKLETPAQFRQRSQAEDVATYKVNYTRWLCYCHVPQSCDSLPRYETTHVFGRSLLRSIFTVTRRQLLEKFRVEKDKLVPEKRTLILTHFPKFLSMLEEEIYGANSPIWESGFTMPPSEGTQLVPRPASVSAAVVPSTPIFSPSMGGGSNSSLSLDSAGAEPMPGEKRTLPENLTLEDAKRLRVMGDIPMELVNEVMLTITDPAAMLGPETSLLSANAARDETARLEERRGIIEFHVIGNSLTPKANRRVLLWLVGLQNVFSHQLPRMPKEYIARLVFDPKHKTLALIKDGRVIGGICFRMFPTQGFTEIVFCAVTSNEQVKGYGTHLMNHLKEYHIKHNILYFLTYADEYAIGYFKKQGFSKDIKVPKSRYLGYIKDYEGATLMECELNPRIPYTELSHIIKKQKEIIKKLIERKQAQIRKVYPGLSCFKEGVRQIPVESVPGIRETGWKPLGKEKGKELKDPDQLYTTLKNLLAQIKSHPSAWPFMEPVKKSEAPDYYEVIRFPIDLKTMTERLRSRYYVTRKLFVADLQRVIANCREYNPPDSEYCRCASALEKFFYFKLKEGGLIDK
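Fluorescence readout, Ex340nm/Em540nm: ThioGlo1 (50uM final) reacts with free CoA thiol released as 20nM GCN5L2 acetylates H3(1-25) peptide (75uM) using acetyl-CoA (70uM). Compound and enzyme sat 15 min beforehand; 20 min room-temperature reaction.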
FEN1 inh – human FEN1 inhibition | Recombinant FEN1 flap cleavage, fluorescence, 15 min | Potency, µM (top dose mostly 114 µM), for the others: top-dose activity change, negative = inhibition, hits mostly inhibitors | 0.35% of 390,000 active | AID 588795; also: nearly all actives have a fitted effect of over 65% in size
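Enzyme 10 nM, 15 min RT preincubation with compound; start with substrate 50 nM final; reads at 0 and 15 min; qHTS titration, four-parameter Hill fit.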
N370S GC – inhibitors or activators of N370S glucocerebrosidase for Gaucher disease | Potency, µM (doses to about 59.4 µM), inactives show at the top dose activity change, negative = inhibition, most hits filed as inhibitors | N370S GC spleen homogenate, 4MU-glucoside fluorescence | P04062 | AID 2101 | 0.092% of 330,000 active;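 also: 0% = full enzyme activity and -100% = no enzyme basal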
* hit, by the source's call; ? = inconclusive; nt = no result given; & = joins results of further samples. Calls follow the shape of the dose curve; as a rule, active = well fitted curve in the direction sought with a large enough effect; inconclusive = small, poorly fitted or top-dose-only effect, or another doubt; inactive = no such curve, though single readings can be large; an effect the other way counts as inactive or inconclusive. Unless noted, % is scaled to controls: 0 for no effect and ±100 for the full control effect; potency is read from the fitted curve at half-maximal effect. This is a subset; rates above refer to the full screens.

GCN5L2 inh	FEN1 inh	N370S GC	molecule
1%	-3%	-10%	CN1C(=O)C(CC(=O)NCCc2ccccc2)N(NC(=O)c2cccc(F)c2)C1=S (stereo unspecified)
-9%	-18%	nt	CCCCOc1ccc(NC(=O)Cn2nnnc2-c2ccccc2F)cc1
2%	-3%	-14%	COc1ccc(N2CCN(C(=O)COC(=O)Cc3ccc(F)cc3)CC2)cc1
-22%	5%	-2%	COc1ccc(S(=O)(=O)n2ccnc2C)c(C)c1C
-3%	1%	-6%	CCCCCN(C(=O)CCC(=O)OCC(=O)N(C)Cc1ccccc1C)c1c(N)n(CCCC)c(=O)[nH]c1=O
-17%	-4%	-8%	O=C(Cc1ccc(F)cc1)NCCS(=O)(=O)N1CCN(c2ccccc2)CC1
-2%	24%	nt	O=C(O)c1ccc(OS(=O)(=O)c2cccc(C(F)(F)F)c2)cc1
-17%	2%	-1%	COC(=O)/C=C1\NCCNC1=O
-7%	13%	-3%	CN(C)CCSc1nc(N)c2c3c(sc2n1)COC(C)(C)C3
?	0%	-8%	Cc1ccc(S(=O)(=O)N2CCC(C(=O)Nc3ccccc3N3CCCC3)CC2)c(C)c1

Remaining list, next part:
GCN5L2 inh	FEN1 inh	N370S GC	molecule
0%	-18%	nt	C[C@H](NC(=O)c1[nH]cnc1C(=O)N[C@H](C)c1ccccc1)c1ccccc1
-21%	-2%	?	COc1ccc(-c2cc(C#N)nc(NN)n2)cc1
0%	-2%	-28%	CC(C)Oc1ccc(C(=O)OC(C)C(=O)Nc2nc(-c3cccc([N+](=O)[O-])c3)cs2)cc1 (stereo unspecified)
-1%	-19%	-9%	COc1cc(C(=O)ONC(=O)c2ccc(OC(F)F)cc2)cc(OC)c1OC
0%	2%	2%	O=C(CCCSc1nc2ccccc2[nH]1)Nc1nnc(C2CC2)s1
1%	4%	-9%	COc1ccc(C2c3[nH]c4ccccc4c3CCN2C(=O)c2ccc(=O)n(C)n2)c(F)c1 (stereo unspecified)
-1%	19%	7%	Cc1cc(C(C)(C)C)oc1C(=O)N1CCN(C(=O)c2oc(C(C)(C)C)cc2C)CC1
1%	-3%	?	Cc1cc(Nc2ccccc2N2CCOCC2)n2ncnc2n1
-25%&-5%	17%&-4%	-3%	O=C(Nc1nnc(S(=O)(=O)N2CCCCCC2)s1)c1ccc(Cl)cc1
-5%	-18%	8%	Cc1ccc2c(CC(=O)OC(C)C(=O)NCc3ccc4c(c3)OCO4)coc2c1 (stereo unspecified)

(next part)
GCN5L2 inh	FEN1 inh	N370S GC	molecule
18%	-1%	2%	CCOC(=O)C(=O)NC(C)c1ccccc1 (stereo unspecified)
-6%	-12%	9%	CN1CCN(c2nc3c(c(=O)[nH]c(=O)n3C)n2CCCSc2ncccn2)CC1
3%	16%	-26%	N=c1n(CCCOc2ccccc2Cl)c2ccccc2n1CC(N)=O
-7%	8%	-6%	O=[N+]([O-])c1ccc(CN2CCN(Cc3c[nH]c4ccccc34)CC2)cc1
-4%	18%	nt	CC(=O)c1sc(NC(=O)c2c(-c3ccccc3)c(-c3ccccc3)nn(C)c2=O)nc1C
-7%	-3%	6%	O=C(NCC1CCCO1)c1ccc(Cn2c(=S)[nH]c3ccccc3c2=O)cc1 (stereo unspecified)
-17%	-7%	4%	Cc1onc(-c2c(F)cccc2Cl)c1C(=O)N1CCCCC1
-8%	-7%	-7%	CCOCCCn1c(=O)c2ccccc2n2c(=S)[nH]nc12
-5%	-12%	7%	COc1ccc(Cn2c(=O)[nH]c3cc(C(=O)NC4CCCC4)ccc3c2=O)cc1
-8%	0%	3%	CCCCn1c(=O)n(CC(=O)Nc2ccc(C)c(Cl)c2)c(=O)c2c1ncn2Cc1ccco1

(listing goes on)
GCN5L2 inh	FEN1 inh	N370S GC	molecule
2%	17%	nt	CCCNC(=O)CCSc1nc(-c2ccc3c(c2)OCO3)cc(C(F)(F)F)n1
-1%	-6%	nt	COc1ccc(/C=C/C(=O)Nc2sc3c(c2C(N)=O)CCCC3)cc1
1%	0%	-9%	COc1ccccc1N1CCN(C(=O)CSc2nnc(NC(=O)C(C)C)s2)CC1
15%	7%	21%	CCCn1c(SCCC(=O)O)nc2ccccc21
-3%	-3%	12%	Cc1oc(-c2cccs2)nc1CS(=O)CC(=O)NCCCN1CC(C)CC(C)C1 (stereo unspecified)
2%	-17%	nt	COc1ccc(Br)cc1CNC(=O)c1ccc2nc(C(C)C)oc2c1
0%	-11%	nt	COc1ccc(C(=O)Nc2ccc(NC(C)=O)cc2)cc1S(=O)(=O)N1CCCC1
3%	-5%	nt	Cc1noc(C)c1S(=O)(=O)Nc1ccc2c(c1)C(=O)N([C@H](C)CO)C[C@H](C)[C@@H](CN(C)C(=O)Nc1ccccc1)O2
1%	9%	-10%	CCOc1ccc(NS(=O)(=O)c2ccc(C(=O)N(C)CC(=O)Nc3ccc(C)cc3)cc2)cc1
1%	-3%	-2%	CCCCN1C(=O)Nc2ccccc2S1(=O)=O

6 records picked at random from the list so far, as already listed:
GCN5L2 inh	FEN1 inh	N370S GC	molecule
3%	-5%	nt	Cc1noc(C)c1S(=O)(=O)Nc1ccc2c(c1)C(=O)N([C@H](C)CO)C[C@H](C)[C@@H](CN(C)C(=O)Nc1ccccc1)O2
1%	0%	-9%	COc1ccccc1N1CCN(C(=O)CSc2nnc(NC(=O)C(C)C)s2)CC1
-3%	-3%	12%	Cc1oc(-c2cccs2)nc1CS(=O)CC(=O)NCCCN1CC(C)CC(C)C1 (stereo unspecified)
1%	9%	-10%	CCOc1ccc(NS(=O)(=O)c2ccc(C(=O)N(C)CC(=O)Nc3ccc(C)cc3)cc2)cc1
-1%	-6%	nt	COc1ccc(/C=C/C(=O)Nc2sc3c(c2C(N)=O)CCCC3)cc1
1%	-3%	-2%	CCCCN1C(=O)Nc2ccccc2S1(=O)=O

More entries follow:
GCN5L2 inh	FEN1 inh	N370S GC	molecule
-2%	0%	-2%	CCOc1ccc(S(=O)(=O)N(C)c2ccc(OCC(=O)NCc3cccnc3)cc2)cc1
1%	-2%	-2%	CCOC(=O)c1c(C)n(CC)c2c1cc(O)c1ccccc12
-1%	3%	nt	N#Cc1ccccc1OCC(=O)OCC(=O)Nc1ccc2c(c1)OCO2
-16%	-13%	11%	O=[N+]([O-])c1ccc(O)c(C=Nc2cccc3ccccc23)c1
-4%	-4%	-12%	COc1cc(NC(=O)CN2C(=O)CN(C)C2=O)c(C)cc1[N+](=O)[O-]
2%	12%	nt	Cn1c(=O)c2cc(S(=O)(=O)NC(Cc3ccccc3)C(=O)Nc3ccc(F)cc3)ccc2n(C)c1=O (stereo unspecified)
-3%	-24%	6%	NC(=O)[C@@H]1CC2(CC(c3cccc(NC(=O)CC(c4ccccc4)c4ccccc4)c3)=NO2)CN1C(=O)c1ccc(Cl)cc1 (stereo partly specified)
-8%	-17%	1%	CSc1nc2ccc(NS(=O)(=O)c3ccc4c(c3)OCCO4)cc2s1
-3%	-2%	12%	Cc1ncsc1CCSc1n[nH]c(=O)n1-c1ccccc1
-9%	5%	4%	CCOC(=O)c1[nH]nc2c1C(=O)N(Cc1ccccc1)C2=O

The results go on.
GCN5L2 inh	FEN1 inh	N370S GC	molecule
1%	-5%	-4%	C=CCNC(=S)NNc1nc2sc3c(c2c(=O)[nH]1)CC(C)(C)OC3
3%	-12%	nt	Cc1nc2ccn(Cc3cccs3)c(=O)c2cc1C(=O)NCc1ccccc1
1%	2%	-2%	CCc1nnc(NC(=O)CCC(=O)NCCc2ccc(OC)c(OC)c2)s1
-1%	-9%	-17%	CC1(C)CC(=O)C2=C(C1)N(Cc1cccnc1)C(=O)C2(NC(=O)c1cccnc1)C(F)(F)F (stereo unspecified)
13%	19%	nt	Cc1ccc(CNC(=O)CN2C(=O)CCc3cc(S(=O)(=O)N4CCCCC4)ccc32)cc1
-5%	-4%	-5%	O=C(CNC(=O)c1ccccc1)OCC(=O)c1cccs1
-10%	7%	nt	Cc1c(C(=O)NCc2ccc(F)cc2)oc2ccc(S(=O)(=O)N3CCCCC3)cc12
-3%	5%	-1%	Cc1c(C(=O)N2CCOCC2)sc(NC(=O)C(C)C)c1C#N
-6%	7%	11%	COCCN(C(=O)CSc1nc2nc(C)cc(C)n2n1)c1c(N)n(Cc2ccccc2)c(=O)[nH]c1=O
-8%	1%	2%	N#CCSCC(=O)Nc1ccc(Cl)cc1

The results go on.
GCN5L2 inh	FEN1 inh	N370S GC	molecule
-4%	-4%	6%	COC(=O)c1cc2c(ccn2-c2ccc(F)cc2)n1Cc1ccc(OC(C)=O)cc1
-8%	-1%	?	Cc1ccc(C2OC34CCCCCC3C(C#N)(C(=N)O4)C2(C#N)C#N)cc1 (stereo unspecified)
-17%	5%	nt	CCCN1CCCc2cc(CN(CCCN3CCOCC3)C(=O)Nc3ccc(CC)cc3)ccc21
-11%	4%	2%	CCCC(C(=O)NCc1ccco1)N(C(=O)CNS(=O)(=O)c1ccc(Cl)cc1)C1CCCC1 (stereo unspecified)
-10%&-8%	-10%&9%	-11%	O=C(C1CCCN(S(=O)(=O)c2ccc(Br)s2)C1)N1CCN(c2ccccc2)CC1 (stereo unspecified)
-6%	-13%	2%	c1cncc(-c2nc(-c3ccco3)cs2)c1
1%	18%	0%	C/C=C(\C)C(=O)N1CC2(CC(c3cccc(NC(=O)CCCCC)c3)=NO2)C[C@@H]1C(N)=O (stereo partly specified)
4%	3%	-4%	COC(=O)c1ccc(NC(=O)c2cccc(N3C(=O)CCC3=O)c2)cc1
4%	0%	nt	COc1ccc(CN(C)C(=O)C2CSC3(C)CCC(=O)N23)cc1OC (stereo unspecified)
4%	13%	-2%	Cc1cnc(C(=O)OCC(=O)Nc2ccc(C)c(S(=O)(=O)N3CCCCC3)c2)cn1

(list continues)
GCN5L2 inh	FEN1 inh	N370S GC	molecule
-7%	-13%	11%	CC1(C)CC(=O)C(C(C2=C(O)CC(C)(C)CC2=O)c2ccc(Br)s2)C(=O)C1 (stereo unspecified)
-3%	?	1%	COC(=O)c1c(C)oc2c1cc(NS(=O)(=O)c1ccc(C(=O)O)cc1)c1ccccc12
-3%	-4%	5%	O=C(Cn1nnc(-c2ccccc2)n1)c1ccccc1
0%	2%	nt	COc1ccc(-c2nnc(C(C)Nc3cccc(C(=O)NC4CC4)c3)o2)cc1 (stereo unspecified)
1%	-1%	-6%	COc1ccc(CC(=O)NCc2nnc(SCC(=O)c3ccc(OC)cc3)n2C)cc1
-1%	17%	nt	O=C(NC1CCCC1)c1ccc(CSc2nc3cccnc3n2Cc2ccc(F)cc2)cc1
-1%	12%	-9%	O=C(O)c1ccccc1Oc1ccc(Oc2ccccc2)cc1
-1%	4%	-1%	CN(C(=O)CN1CCC(NC(=O)c2ccccc2Br)CC1)C1CCCCC1
-1%	-2%	-1%	COc1ccc(N2C(=O)NC(NS(=O)(=O)c3ccccc3)(C(F)(F)F)C2=O)cc1 (stereo unspecified)
-2%	12%	1%	O=C(CN1C(=O)c2ccc([N+](=O)[O-])cc2C1=O)NCc1ccc(C(=O)O)cc1

(continued)
GCN5L2 inh	FEN1 inh	N370S GC	molecule
-8%	-3%	-1%	COc1ccc(OC(=O)COc2cccc(C)c2)cc1
-6%	5%	26%	CCn1c(SCc2cccnc2)nnc1-c1c[nH]c2ccccc12
1%	7%	-6%	COCCOC(=O)C1=C(C)NC(=O)NC1c1c(OC)ncnc1OC (stereo unspecified)
-19%	-12%	11%	COC(=O)c1sc(-c2ccccc2)cc1NC(=O)C1CC1
-10%	-8%	-8%	O=C1/C(=C/c2ccncc2)CCC/C1=C\c1ccncc1
0%	-9%	27%	CCc1ccc(NC(=O)CSc2nc3cc(C(=O)OC)ccc3c(=O)n2CC2CCCO2)cc1 (stereo unspecified)
?	?	9%	Cc1nc(SC(C)C(=O)Nc2cccc(C(F)(F)F)c2)c2c(C)c(C(=O)O)sc2n1 (stereo unspecified)
-20%	-20%	-4%	COc1cccc(-c2csc(N3CCN(C(=S)Nc4cccc(Cl)c4)CC3)n2)c1
1%	-4%	-2%	CC(=O)Nc1ccc(OCC(O)Cn2ccnc2C)cc1 (stereo unspecified)
1%	5%	nt	Cc1oc(-c2ccccc2Cl)nc1CSc1nncn2c1cc1occc12

A few values from the list.
Value of Cc1oc(-c2ccccc2Cl)nc1CSc1nncn2c1cc1occc12 in FEN1 inh: 5%
Value of COCCOC(=O)C1=C(C)NC(=O)NC1c1c(OC)ncnc1OC (stereo unspecified) in FEN1 inh: 7%
Value of COc1cccc(-c2csc(N3CCN(C(=S)Nc4cccc(Cl)c4)CC3)n2)c1 in GCN5L2 inh: -20%

Further compounds
GCN5L2 inh	FEN1 inh	N370S GC	molecule
14µM*	nt	-8%	CN1CC(O)C2=CC(=O)C(=O)C=C21 (stereo unspecified)
-8%	3%	18%	N#Cc1c(N)n(CCNC(=O)c2ccc(Cl)cc2)c2nc3ccccc3nc12
-5%	7%	6%	O=C(NNC1CC(=O)N(c2ccc(F)cc2)C1=O)c1cccnc1 (stereo unspecified)
-8%	2%	1%	CCOC(=O)COc1ccc2c(=O)c(-c3ccccc3OC)coc2c1
-10%	-3%	5%	c1ccc(OCCCn2ccnc2)cc1
-2%	1%	10%	O=C(CSCc1cccc(Cl)c1)Nc1ccccc1-c1ccccc1
